Source: PubChem (National Center for Advancing Translational Sciences (NCATS))
Tb PYK inh = T. brucei pyruvate kinase inhibition; Q57TT1; TbPYK enzyme, Kinase-Glo Plus ATP luminescence, 45 min; Potency, µM (series often up to 76.8 µM), for inactives: at the highest dose activity, negative = inhibition, hits mostly inhibitors; actives 0.12% (n = 410,000); AID 624173; note: potency is the fitted concentration of half-maximal effect; % is set by controls: 0 for no effect and ±100 for the full control effect; nearly all actives have a fitted effect of over 50% in size
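Screened from lowest to highest concentration, compounds were pinned into TbPYK/substrate mixtures, and ADP (130 uM final) was added. Plates sat at room temperature for 45 min prior to Kinase-Glo Plus detection by luminescence.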
Pf growth 96h = inhibits malaria parasite growth, 96 h; Potency, µM (doses to about 28.7 µM), without a hit: at the highest dose activity change, negative = inhibition, hits mostly inhibitors; P. falciparum luciferase reporter growth, 96 h; actives 6.9% (n = 320,000); AID 504834; note: potency is the fitted concentration of half-maximal effect; % is set by controls: 0 for no effect and ±100 for the full control effect
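P. falciparum expressing integrated firefly luciferase grown in erythrocytes (2% hematocrit, 0.05% parasitemia final) with compounds for 96 hours at 37 C, 5% CO2. Growth inhibition read as loss of luminescence after adding luciferase detection reagent.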
HCV inhibitor = HCV inhibition | Huh7.5.1 HCVcc-Cre infection, luciferase reporter, 44 h | Potency, µM (highest dose often 41.8 µM), inactives show at the highest dose activity change, negative = inhibition, usual class: inhibitors | actives 3.4% (n = 340,000); note: potency is the fitted concentration of half-maximal effect; % is set by controls: 0 for no effect and ±100 for the full control effect
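Compounds are dispensed onto cells plated 4 h earlier at 1,000 per well, with HCVcc-Cre virus (about 0.5 moi) added next. Following 44 h of culture, luminescent signal is measured for 15 sec after 15 min with substrate at room temperature.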
Pf growth 48h = inhibits P. falciparum growth in the first generation, 48 h | P. falciparum luciferase growth in erythrocytes, 48 h | Potency, µM (highest dose often 28.7 µM), for the others: at the highest dose activity change, negative = inhibition, hits mostly inhibitors | actives 5.9% (n = 310,000) | AID 504832; note: potency is the fitted concentration of half-maximal effect; % is set by controls: 0 for no effect and ±100 for the full control effect
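Luminescence readout; reporter = integrated firefly luciferase in P. falciparum. RBC culture at 2% hematocrit, 0.1% parasitemia final, 37 C/5% CO2; decreased signal taken as growth inhibition.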
LmPK inhibitor = LmPK (Leishmania mexicana) enzyme inhibition; purified LmPK, Kinase-Glo ATP luminescence, 1 h; Q27686; actives 0.37% (n = 290,000); Potency, µM (doses to about 57.5 µM), for inactives: top-dose activity change, negative = inhibition, most hits filed as inhibitors; note: potency is the fitted concentration of half-maximal effect; % is set by controls: 0 for no effect and ±100 for the full control effect
Target sequence (Q27686 whole entry, looked up): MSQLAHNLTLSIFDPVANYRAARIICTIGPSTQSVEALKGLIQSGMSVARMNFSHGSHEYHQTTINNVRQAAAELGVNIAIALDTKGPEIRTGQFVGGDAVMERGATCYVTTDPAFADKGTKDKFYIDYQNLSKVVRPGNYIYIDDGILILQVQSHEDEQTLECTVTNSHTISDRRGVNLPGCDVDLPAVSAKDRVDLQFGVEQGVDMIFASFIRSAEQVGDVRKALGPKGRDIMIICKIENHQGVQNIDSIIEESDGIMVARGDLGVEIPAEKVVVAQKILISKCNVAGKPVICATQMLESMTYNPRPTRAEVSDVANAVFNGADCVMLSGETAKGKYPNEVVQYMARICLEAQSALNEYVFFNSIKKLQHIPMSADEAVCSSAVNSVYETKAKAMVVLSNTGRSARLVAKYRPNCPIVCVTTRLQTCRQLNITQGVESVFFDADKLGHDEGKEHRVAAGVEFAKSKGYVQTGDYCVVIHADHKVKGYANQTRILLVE
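ATP generated from ADP (0.1 mM) and PEP (0.5 mM) by 0.1 nM LmPK over 1 h at room temperature (pH 7.2 imidazole buffer) was detected by coupled luciferase luminescence. Values were normalized to uninhibited and no-enzyme wells.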
Shiga toxin inh = blocks Shiga toxin action in Vero cells; actives 9.2% (n = 290,000); inhibition, % at 38.7 µM; Vero cells, Shiga toxin protein synthesis inhibition reporter; in the data active = inhibition mostly above about 28%, no sharp cut-off; inactive = mostly below about 43%; note: 0% is about no effect
Cycloheximide cs = counter-screen for Shiga toxin inhibitors: cycloheximide protein synthesis inhibition. cell reporter, cycloheximide protein synthesis inhibition counterscreen. max response, %. actives 12% (n = 300,000); in the data active = max response mostly above about 13%, no sharp cut-off; inactive = mostly below about 14%; note: read at 38.3 µM for the half of the compounds with a filed dose; 0% is about no effect
The depositor's hits bear a star; ? = inconclusive; nt = not tested or not shown; & = joins results of further samples; [ ] = another dose, or the depositor's remark. Unless noted, calls come from the whole dose curve; as a rule, active = well fitted curve in the direction sought with a large enough effect; inconclusive = small, poorly fitted or top-dose-only effect, or another doubt; inactive = no such curve, though single readings can be large; an effect the other way counts as inactive or inconclusive.

Start of the listing, in advance (two entries):
SMILES | Tb PYK inh | Pf growth 96h | HCV inhibitor | Pf growth 48h | LmPK inhibitor | Shiga toxin inh | Cycloheximide cs
NS(=O)(=O)c1ccc(N=Cc2c(O)n(-c3ccccc3)c(=O)[nH]c2=O)cc1 | -3% | 65%[activator] | 15% | 22% | -3% | -7 | 1
Cc1noc(C)c1COc1ccccc1C(=O)N(C)CC(=O)Nc1cccc(F)c1 | -1% | 17% | 0%[8.37 µM] | 4% | nt | nt | nt

The list itself, from the start:
SMILES | Tb PYK inh | Pf growth 96h | HCV inhibitor | Pf growth 48h | LmPK inhibitor | Shiga toxin inh | Cycloheximide cs
NS(=O)(=O)c1ccc(N=Cc2c(O)n(-c3ccccc3)c(=O)[nH]c2=O)cc1 | -3% | 65%[activator] | 15% | 22% | -3% | -7 | 1
Cc1noc(C)c1COc1ccccc1C(=O)N(C)CC(=O)Nc1cccc(F)c1 | -1% | 17% | 0%[8.37 µM] | 4% | nt | nt | nt
CCCc1c(C)c2c(C)[nH]nc2oc1=O | 4% | 118%[activator] | 1% | 11% | -2% | 13 | 2
Cc1ccc(C)c(N2CCN(C(=O)C3CCCN(S(=O)(=O)c4c(C)noc4C)C3)CC2)c1 (configuration not stated) | 4% | -24% | 11µM* | 12µM* | 1% | -4 | -1
NC(=O)c1ccc(NC(=O)COC(=O)CCSc2ccccc2)cc1 | 0% | 38%[activator] | 0% | 30%[activator] | 2% | 14 | -1
Cc1ccc(C(C)C)c(OCc2n[nH]c(=S)o2)c1 | -33% | 41%[activator] | 10% | 18% | 2% | 2 | -6
c1ccc(-n2nnc3ccccc32)nc1 | -4% | 61%[activator] | -16% | 57%[activator] | -16% | 67* | 26*
COc1ccc(S(=O)(=O)N2CCN(c3ncnc4c(-c5ccccc5)nsc34)CC2)cc1 | -2% | 27% | -2% | 18% | -5% | 26 | -3
CC1CCN(C(=O)Cn2c3ccccc3c3nc4n(c(=O)c32)CCCS4)CC1 | -8% | 6% | 8% | -10% | 3% | 2 | -3
CSc1ccccc1OCc1cc(C(=O)N2CCN(C3CCCC3)C(=O)C2)no1 | ? | ? | -21% | ? | -6% | 41* | 54*
O=C(CCl)NNc1cccc(Cl)n1 | -2% | ? | -2% | -28% | 8% | 16 | 26*
COc1ccc(-c2csc(NC(=O)c3c(C)noc3C)n2)cc1 | 1% | 32%[activator] | ? | -3% | nt | nt | nt
COC(=O)c1ccc(COC(=O)CNS(=O)(=O)c2ccccc2)cc1 | 1% | 26% | 8% | 3% | 5% | 9 | 1
COc1ccc(Br)cc1/C=C(\C(=O)O)c1ccc(S(=O)(=O)N2CCCCC2)s1 | -3% | 0% | 1% | -28% | nt | nt | nt
O=C(CSc1nnc(-c2n[nH]c3ccccc23)n1-c1ccccc1)Nc1cccc(Cl)c1 | 3% | ? | -8% | ? | 4% | -3 | -3
COc1ccc2ccc(O)c(CN3CC=C(c4ccccc4)CC3)c2c1 | 2% | ? | -15% | 1.7µM* | 0% | -4 | 12
CCOc1ccc(S(=O)(=O)N(C)c2ccc(OCC(=O)N3CCOCC3)cc2)cc1 | -7% | ? | 2% | nt | 4% | -7 | -6
CC(=O)C1=NOC2C(=O)N(c3ccccc3)C(=O)C12 (configuration not stated) | -9% | 17% | 2% | 44%[activator] | -4% | 0 | -2
COC(=O)c1ccc(N/C(=N/S(=O)(=O)c2ccccc2)c2ccccc2)cc1 | 3% | ? | -3% | -91% | 3% | 2 | 2
CS(=O)(=O)Nc1ccccc1C(=O)N1CCCC1 | 3% | ? | 6% | nt | -3% | -20 | -2

7 entries from above, with values under each structure.
Every second line gives: Tb PYK inh | Pf growth 96h | HCV inhibitor | Pf growth 48h | LmPK inhibitor | Shiga toxin inh | Cycloheximide cs
- COc1ccc(-c2csc(NC(=O)c3c(C)noc3C)n2)cc1
  1% | 32%[activator] | ? | -3% | nt | nt | nt
- O=C(CCl)NNc1cccc(Cl)n1
  -2% | ? | -2% | -28% | 8% | 16 | 26*
- CC(=O)C1=NOC2C(=O)N(c3ccccc3)C(=O)C12 (configuration not stated)
  -9% | 17% | 2% | 44%[activator] | -4% | 0 | -2
- O=C(CSc1nnc(-c2n[nH]c3ccccc23)n1-c1ccccc1)Nc1cccc(Cl)c1
  3% | ? | -8% | ? | 4% | -3 | -3
- COc1ccc(Br)cc1/C=C(\C(=O)O)c1ccc(S(=O)(=O)N2CCCCC2)s1
  -3% | 0% | 1% | -28% | nt | nt | nt
- CCOc1ccc(S(=O)(=O)N(C)c2ccc(OCC(=O)N3CCOCC3)cc2)cc1
  -7% | ? | 2% | nt | 4% | -7 | -6
- COc1ccc2ccc(O)c(CN3CC=C(c4ccccc4)CC3)c2c1
  2% | ? | -15% | 1.7µM* | 0% | -4 | 12

Additional records:
SMILES | Tb PYK inh | Pf growth 96h | HCV inhibitor | Pf growth 48h | LmPK inhibitor | Shiga toxin inh | Cycloheximide cs
Cc1cc(C)nc(SCc2ccc(C(=O)N/N=C/c3ccco3)cc2)n1 | -19% | ? | ? | -33% | 4% | -12 | -2
O=C(NCc1ccc2c(c1)OCO2)c1ccccc1 | -4% | 22% | 6% | 13% | -6% | -2 | 6
CCCn1nc(C(=O)Nc2ccc3c(c2)OCO3)c2ccccc2c1=O | 2% | ? | ? | ? | nt | nt | nt
CC(C)(C)c1cc(NC(=O)C2CCCO2)no1 (configuration not stated) | -10% | 31%[activator] | 16% | 194%[activator] | 3% | 47* | 33*
Cc1cc(C(=O)O)ccc1-c1ccc(/C=C2\NC(=O)N(Cc3ccc(F)cc3)C2=O)o1 | -8% | ? | 14% | ? | 4% | -5 | 1
CC(C)(C)c1ccc(OCCC(=O)OCC(=O)N2c3ccccc3NC(=O)C2(C)C)cc1 | -8% | 12% | 22% | 16% | nt | nt | nt
Nc1ccccc1C#Cc1ccccc1 | -3% | 94%[activator] | -23% | 166%[activator] | -12% | 88* | 64*
COCCNC(=O)CCC1CCN(C/C=C/c2ccccc2OC)CC1 | 3% | ? | 6% | -12% | -1% | -1 | -1
COc1ccc(Cl)cc1N1C(=O)[C@@H]2C(c3cccc(OC)c3OC)=NO[C@@H]2C1=O | -5% | -3% | 18% | -12% | 4% | -17 | -9
C=C(C)c1cccc(C(C)(C)NC(=O)NC(c2ccccc2)c2ccc(OC)cc2)c1 (configuration not stated) | -5% | 12µM* | -4% | ? | 0% | -9 | 6
COc1ccc(CNC(=O)c2cc3c(=O)n4ccccc4nc3n(Cc3cccnc3)c2=N)cc1 | 2% | -7% | ? | ? | 9% | -20 | 9
COc1cccc(NC(=O)C2CCN(Cc3cnn(-c4ccccc4)c3-n3cccc3)CC2)c1 | -8% | ? | 11µM* | nt | 0% | 73 | 51*
CC[C@]1(O)CC2CN(CCc3c([nH]c4ccccc34)[C@@](C(=O)OC)(c3cc4c(cc3OC)N(C=O)[C@H]3[C@@](O)(C(=O)OC)[C@H](OC(C)=O)[C@]5(CC)C=CCN6CC[C@]43[C@@H]65)C2)C1 (some centres not stated) | -11% | 0.26µM* | 0% | 0.15µM* | -1% | -3 | -6
Fc1ccc(-c2n[nH]c(=S)n2-c2ccc3c(c2)OCCO3)cc1 | ? | 44%[activator] | 7% | 25% | ? | 7 | 1
O=C1C2C3C=CC(C3)C2C(=O)N1Nc1c(Cl)cc(Cl)cc1Cl (configuration not stated) | -8% | 39%[activator] | 6% | -10% | 2% | -4 | 1
CCOP(=O)(c1ccccc1)C(O)c1ccc(F)cc1 (configuration not stated) | -27% | 7.4µM* | 4% | -5% | -2% | -5 | -2
Cc1ccc(S(=O)(=O)N/N=c2\oc3ccccc3cc2C(=O)Nc2cccc(C)c2)cc1 | nt | 31%[activator] | 5% | -8% | 0% | 71* | 62*
OCC[C@H]1C[C@H](O)[C@@H](O)[C@]2(Cc3ccccc3CCO2)O1 | 5% | -27% | 18% | 9% | nt | nt | nt
Cc1ccc(-c2ccc(/C=C/C(=O)c3ccccc3)o2)cc1 | -5% | 3% | 4% | 42%[activator] | -15% | 28 | 26*
CCOC(=O)c1nc(Nc2ccc(C(C)=O)cc2)c2ccccc2n1 | -1%&-1% | 12% | -19% | -5% | -3% | 25 | -2
Cc1ccc(S(=O)(=O)N(CC(O)CN2CCOCC2)c2cc(Cl)ccc2Cl)cc1 (configuration not stated) | 3% | 19% | -10%&28% | ? | 7% | -26 | -3
O=C(Oc1ccc2c(=O)c(Cl)coc2c1)c1cccnc1 | -2% | 19% | 20% | 57%[activator] | 1% | 18 | 1
COc1ccc(/C=N/NC(=O)c2ccc3ccccc3c2)cc1OS(=O)(=O)c1ccc(NC(C)=O)cc1 | -3% | ? | ? | ? | -2% | 21 | -1
O=C(CCc1nnc(C2CCCCC2)o1)N1CCN(C2CCCCC2)CC1 | -2% | -15% | 7% | 26% | -10% | -5 | -2
O=C(/C=C/c1cccc([N+](=O)[O-])c1)N1CCN(S(=O)(=O)c2cccs2)CC1 | -4% | ? | 2% | -6% | -1% | -7 | -4
O=C(CSc1nnc(-c2ccccc2)n1-c1ccccc1)c1ccc[nH]1 | -9% | -23% | 13% | 20% | 4% | 2 | 0
O=C(COc1ccc(Cl)cc1Cl)NC(=S)Nc1ccccc1C(=O)O | nt | 76%[activator] | nt | 34%[activator] | 1% | 35* | 23*
C=CCn1c(SCc2nc3ccccc3nc2C)nnc1-c1ccoc1C | -20% | 7% | -14% | ? | 3% | -11 | 6
C/C=C/C(=O)Nc1cccc(C2=NOC3(C2)C[C@@H](C(N)=O)N(C(=O)c2cc([N+](=O)[O-])cc([N+](=O)[O-])c2)C3)c1 (some centres not stated) | 0% | -56% | -16% | ? | 6% | -7 | -5
CCCc1nc2oc(C(=O)c3ccccc3)c(N)c2c2c1COC(C)(C)C2 | -9% | ? | ? | nt | 5% | 1 | -4
CCCC(=O)Nc1ccc(C=C(C(C)=O)C(C)=O)cc1 | -7% | ? | 17% | ? | -7% | -8 | -1
COC(=O)C1=CN(Cc2cccs2)C=C(C(=O)OC)C1c1cccc(Cl)c1 | 5% | ? | ? | 9.3µM* | 1% | 13 | 2
O=C(NCc1ccccc1Cl)c1cccc(OC2CCN(C(=O)C3CC3)CC2)c1 | 1% | 8.3µM* | ? | 0% | -3% | 23 | 5
CCc1nc(SCC(=O)Nc2ccc(F)cc2)c2c(=O)n(C)c(=O)n(C)c2n1 | 1% | ? | nt | ? | 1% | -1 | -2
Cc1ccc(S(=O)(=O)N/N=C\c2ccc([N+](=O)[O-])o2)cc1 | -17% | 5% | 13µM* | 4% | -1% | -7 | 10
Cc1csc(NC(=O)C2CCCO2)n1 (configuration not stated) | -4% | 38% | 3% | 27% | 3% | 23 | -3
O=C(Nc1cccc(Cl)c1)N1CCC(CO)(CCOc2ccccc2)CC1 | -1% | 13µM* | -18% | -6% | 6% | -4 | 2
Cc1cnc(NC(=O)Cc2cccs2)s1 | 2% | 7% | -10% | 94%[activator] | 2% | 50 | 21*
